# Screening results deposited in PubChem BioAssay by National Center for Advancing Translational Sciences (NCATS).
# AmpC inh detg – inhibitors of E. coli AmpC beta-lactamase with detergent. P00811. AmpC hydrolysis of nitrocefin, absorbance 480 nm, 0.01% Triton. Potency, µM (series often up to 114 µM), for inactives: at the top dose activity change, negative = inhibition, actives largely listed as inhibitors. 370,000 tested, 0.041% active. AID 485294;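 note: potency is the fitted concentration of half-maximal effect; 0% = no-compound wells and -100% = no-enzyme wells; nearly all actives have a fitted effect of over 25% in size; some results filed as inactive show a strong effect at the top dose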
# Target sequence (P00811 whole entry, looked up): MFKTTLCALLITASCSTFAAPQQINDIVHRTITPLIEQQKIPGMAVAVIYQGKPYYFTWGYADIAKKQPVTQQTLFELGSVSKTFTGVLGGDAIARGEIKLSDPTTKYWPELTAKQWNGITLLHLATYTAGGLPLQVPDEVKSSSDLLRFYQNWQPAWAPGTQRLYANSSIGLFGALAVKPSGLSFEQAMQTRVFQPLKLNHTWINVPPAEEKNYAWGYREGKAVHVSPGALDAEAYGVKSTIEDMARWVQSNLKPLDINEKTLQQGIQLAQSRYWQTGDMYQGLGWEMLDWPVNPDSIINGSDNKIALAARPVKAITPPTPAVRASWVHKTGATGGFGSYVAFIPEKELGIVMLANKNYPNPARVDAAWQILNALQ
#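 20 mM phosphate pH 7.0 + 0.01% (detergent screen) or 0.0001% Triton X-100; 5.3 nM AmpC reagent; cpd preinc 15 min RT; nitrocefin (800 uM stock) to start; A480 q20 s × 4 min; Activity was normalised to no-enzyme and no-compound control wells.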
# AmpC no deterg – AmpC beta-lactamase inhibition without detergent; P00811; AmpC nitrocefin hydrolysis, absorbance 480 nm, 0.0001% Triton; Potency, µM (doses to about 57.1 µM), without a hit: top-dose activity change, negative = inhibition, hits mostly inhibitors; 330,000 tested, 0.52% active;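 note: potency is the fitted concentration of half-maximal effect; plate controls were no compound for no effect and no enzyme for full effect; nearly all actives have a fitted effect of over 20% in size; some results filed as inactive show a strong effect at the top dose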
#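 20 mM phosphate pH 7.0 + 0.01% (detergent screen) or 0.0001% Triton X-100; 5.3 nM AmpC reagent; cpd preinc 15 min RT; nitrocefin (800 uM stock) to start; A480 q20 s × 4 min; Activity was normalised to no-enzyme and no-compound control wells.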
# HCMV inh – blocks human cytomegalovirus replication. HFF cells, HCMV-luciferase reporter, 72 h; stronger effect = lower value. activity change, negative = inhibition, % at 57.5 µM. 410,000 tested, 4.5% active. AID 1259415; in the data active = activity change below about -60%; inconclusive = no clear call, values can overlap the other calls; inactive = above about -39%
#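 Luciferase read-out from HCMV-luciferase-infected HFFs (MOI 1 PFU/cell) 72 h post infection at 37C; compounds added after 16 h cell attachment; activity normalized between buffer-only basal and Salinomycin (10uM) inhibitor controls.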
# AMA1 RON2 block – disrupts binding of P. falciparum AMA1 to RON2; AlphaScreen AMA1-biotinylated RON2 peptide binding; Potency, µM (doses to about 58.2 µM), for the others: at the top dose activity change, negative = inhibition, most hits filed as inhibitors; 360,000 tested, 0.2% active;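 note: potency is the fitted concentration of half-maximal effect; 0% = vehicle wells and -100% = peptide control; nearly all actives have a fitted effect of over 45% in size; some results filed as inactive show a strong effect at the top dose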
#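 AMA1 (3D7) with his tag at 25 nM final met compounds first, then biotinylated RON2 peptide at 25 nM; detection used donor plus acceptor beads, 10 µg/mL apiece, read by AlphaScreen after 30 min at room temperature.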
# Giardia FBPA inh – inhibitors of Giardia lamblia fructose-1,6-bisphosphate aldolase. A8B2U2. AID 2451. purified Giardia FBPA. 290,000 tested, 0.71% active. Potency, µM (highest dose often 59.6 µM), for inactives: at the highest dose activity, negative = inhibition, hits mostly inhibitors; note: potency is the fitted concentration of half-maximal effect; nearly all actives have a fitted effect of over 55% in size
# Target sequence (A8B2U2 whole entry, looked up): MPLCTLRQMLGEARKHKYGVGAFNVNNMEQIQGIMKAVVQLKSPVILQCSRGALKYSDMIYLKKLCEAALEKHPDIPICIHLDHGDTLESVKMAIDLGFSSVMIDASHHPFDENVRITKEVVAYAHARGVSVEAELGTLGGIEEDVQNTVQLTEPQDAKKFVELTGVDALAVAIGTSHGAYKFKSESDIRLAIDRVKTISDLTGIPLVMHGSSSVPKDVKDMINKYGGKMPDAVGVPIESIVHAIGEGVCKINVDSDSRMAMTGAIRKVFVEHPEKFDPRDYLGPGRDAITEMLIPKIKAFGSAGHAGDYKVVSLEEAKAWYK
#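 40 nM FBPA preincubated 10 min at RT with compound (up to 57.5 uM final), then substrate plus GAPDH/TPI/NAD/arsenate coupling and diaphorase/resazurin added. Fluorescence read after 20 min at RT, 525/598 nm.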
# Sm TGR block – S. mansoni TGR enzyme inhibition | Q962Y6 | purified TGR, DTNB reduction, TNB absorbance 405 nm | Potency, µM (highest dose often 114 µM), for the others: top-dose activity change, negative = inhibition, usual class: inhibitors | 360,000 tested, 3% active | AID 485364; note: potency is the fitted concentration of half-maximal effect; nearly all actives have a fitted effect of over 60% in size
#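 Kinetic colorimetric format: TGR-catalysed, NADPH-driven DTNB reduction monitored via TNB absorbance. Enzyme dispensed at 20 nM; compound exposure 15 min at room temperature before reaction start.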
# Numbers without * were called inactive; ? = inconclusive; . = not tested or not shown; & = joins results of further samples; [ ] = remark or other dose. Unless noted, calls come from the whole dose curve; as a rule, active = well fitted curve in the direction sought with a large enough effect; inconclusive = small, poorly fitted or top-dose-only effect, or another doubt; inactive = no such curve, though single readings can be large; an effect the other way counts as inactive or inconclusive. Unless noted, % is set by controls: 0 for no effect and ±100 for the full control effect.
canonical_smiles,HCMV inh,AMA1 RON2 block,AmpC no deterg,AmpC inh detg,Giardia FBPA inh,Sm TGR block
CCOC(=O)[C@@H]1[C@H]2COc3ccccc3[C@@H]2N2C(=O)N(c3ccc(C)cc3)C(=O)[C@]12C,.,-4%,52%,-9%,-4%,2%
Cn1nccc1C(=O)NCCN1C(=O)OC(C)(C)C1(C)O (centres undefined),?,-5%,-9%,-14%,2%,12%
CCCCN1CC(=O)N2[C@H]3c4cc(Cl)ccc4OC[C@@H]3[C@H](C(=O)OCC)[C@]2(C)C1=O,-20,16%,126%[activator],4%,.,-21%
CCN1C(=O)c2cccc3c(NC(=O)c4ccc(S(=O)(=O)N(C)C)cc4)ccc1c23,177,5%,97%[activator],1%,?,-10%
Cc1ccc(N=Nc2c(N)[nH]n3c(=O)c4c(nc23)CCCC4)cc1,.,.,-24%,2%,0%,-2%
COc1cc(OC)c(-c2cc(C(=O)NCc3ccc(F)cc3)c3c(-c4ccccc4)[nH]nc3n2)cc1OC,-93*,.,.,-12%,.,-3%
CCc1ccc(NC(=O)N(Cc2c[nH]c3ccccc23)C2CCCCCC2)cc1,81,.,.,3%,.,-6%
Cc1ccc2cc(CN(Cc3ccco3)C(=O)c3ccco3)c3nnnn3c2c1,?,-18%,-18%,5%,14%,-12%
CC(=O)Nc1c(O)n(C)c2ccccc12,12,-4%,-5%,2%,4%,-1%
CC1(C)CC(C)(c2ccc(O)cc2O)N(c2cccc(Cl)c2)C(=S)N1 (centres undefined),85,-4%,-49%,?,-1%,-26%
CCC(COC(=O)Nc1ccccc1)NC(=O)OC(C)C (centres undefined),?,-6%,8%,-7%,10%,.
CCC1CCCCN1S(=O)(=O)c1ccc(NC(=O)c2ccncc2)cc1 (centres undefined),?,5%,50%,-5%,.,-2%
COc1cc(C(CC(=O)Nc2ccc(Br)cn2)N2Cc3ccccc3C2=O)cc(OC)c1OC (centres undefined),29,.,.,16%,.,9%
Cc1ccsc1/C=N/NC(=O)C(O)c1ccccc1 (centres undefined),-35,-4%,-7%,-6%,3%,11%
CC(O)CNc1nc2c(c(=O)n(C)c(=O)n2C)n1Cc1cccc(Br)c1 (centres undefined),-35,-4%,-5%,-5%,-13%,1%
O=C(O)C(c1ccccc1)N1C(=O)/C(=C\c2ccc(O)c(O)c2)SC1=S (centres undefined),-17,-25%,-32%,-9%,?,-24%
COc1ccc(-c2sc(C(=O)c3ccc(Cl)cc3Cl)cc2CC(=O)O)cc1,49,3%,-22%,-2%,0%,-2%
COc1ccc2c(C#N)c3ccccn3c2c1,?,52%[activator],-15%,-1%,?,-19%
COc1ccc(OC)c(NC(=O)Cn2cc(C(=O)c3ccccc3F)c3ccccc32)c1,?,.,.,-2%,.,7%
CCC(CO)NCCNC(CC)CO (centres undefined),-32,118%[activator],-15%,-6%,-14%&-1%,-7%
Cc1cc(C)c2cccc(NC(=S)NC(=O)c3ccccc3)c2n1,-2,61%[activator],-27%,-1%,-15%,-2%
COc1ccc(NC(C)=O)cc1S(=O)(=O)N1CCN(C/C=C/c2ccccc2)CC1,-21,21%,150%[activator],-11%,6%,1%
O=c1ccc(Br)c[nH]1,-25,0%,14%,-14%,0%[12.9 µM],5%
CC1(c2ccc(Cl)cc2)NC(=O)N(CC(=O)Nc2ccc(F)cc2)C1=O (centres undefined),50,12%,-4%,5%,7%,2%
COc1ccc(OC)c(S(=O)(=O)N2C(C)CCCC2C)c1 (centres undefined),33,-16%,7%,-7%,-1%,0%
CCCOc1ccc(CNC(=O)c2ccc(C)c(-n3c(C)nc4cccnc43)c2)cc1,0,.,.,12%,.,-6%
CCc1ccc(NC(=O)c2cc3c(C)nc4ccccc4c3o2)cc1,-29,4%,126%[activator],-19%,0%,-5%
Cc1ccc(CSc2nncn2-c2ccccn2)cc1,-11,2%,-7%,-12%,4%,-12%
CC(C(=O)Nc1cccnc1)N1C(=O)c2ccccc2C1=O (centres undefined),14,0%,-18%,-4%,-1%,3%
Cc1cccc(N=Nc2c(C)[nH]n(-c3ccccc3)c2=O)c1,40,?,-9%,2%,-15%,.
Cc1cc(C)cc(C(=O)NCC(=O)OCc2nc(N)nc(Nc3ccccc3C)n2)c1,9,-2%,4%,3%,.,2%
Cc1cccc(-n2nc3c(c2NC(=O)C(C)C)CS(=O)(=O)C3)c1C,46,-10%,-10%,-3%,7%,7%
CC(C)C(NS(=O)(=O)c1cccs1)C(=O)NCCN1CCN(c2ccccc2)CC1 (centres undefined),.,6%,-25%,-3%,6%,-50%
CC(C)n1c(-c2ccc(C(C)(C)C)cc2)n[nH]c1=S,-72*,43%[activator],-15%,5%,-1%,1%
CC(C)(C)c1ccc(C(=O)N/C(=C\c2cccs2)C(=O)NCc2ccco2)cc1,-11,0%,6%,0%,1%,-33%
Cc1ccc(NC(=O)C(=O)NCCOc2ccccc2Cl)cc1,5,13%,-12%,3%,2%,6%
Clc1ccc(Nc2ncnc3c2cnn3-c2ccccc2)cc1,-20,1%,-40%,?,?,3%
Cc1nc2cc(-c3ccccc3)nn2c(C)c1CCC(=O)N1CCN(c2ccc(F)cc2)CC1,?,.,.,10%,.,5%
CCn1c(=N)c(C(=O)OC)cc2c(=O)n3ccccc3nc21,.,.,-16%,-13%,-1%,0%
O=C(CCS(=O)CCC(=O)NCc1ccccc1)NCc1ccccc1,-4,8%,-3%,1%,20%,1%
Cc1cc(C(=O)Nc2cccc(/C=C/C(=O)O)c2)c(C)o1,-5,-10%,-9%,-13%,5%[12.9 µM],3%
COc1ccc(C(CNS(=O)(=O)c2ccc(NC(C)=O)c(OC)c2)N2CCCCC2)cc1 (centres undefined),20,18%,-22%,.,.,.
CC1CCCCC1NS(=O)(=O)c1ccc(-n2cnnn2)cc1 (centres undefined),-1,4%,-7%,?,0%,-30%
CCCn1c(SCC(=O)NC2CCCCC2)nnc1C1CC1,-10,-1%,-1%,3%,.,0%
CCOC(=O)C(CC)Sc1nc2c(cnn2-c2ccc(F)cc2)c(=O)[nH]1 (centres undefined),-20,-6%,-9%,8%,-16%,6%

# Entries of single compounds, looked up by structure. Screens in order: HCMV inh	AMA1 RON2 block	AmpC no deterg	AmpC inh detg	Giardia FBPA inh	Sm TGR block
# CC1CCCCC1NS(=O)(=O)c1ccc(-n2cnnn2)cc1 (centres undefined) is listed as -1	4%	-7%	?	0%	-30%
# Cc1cc(C(=O)Nc2cccc(/C=C/C(=O)O)c2)c(C)o1 is listed as -5	-10%	-9%	-13%	5%[12.9 µM]	3%

# The results go on:
canonical_smiles,HCMV inh,AMA1 RON2 block,AmpC no deterg,AmpC inh detg,Giardia FBPA inh,Sm TGR block
CC(=O)N1CCSc2ccc(S(=O)(=O)NCc3ccc(F)cc3)cc21,?,-8%,-13%,0%,.,6%
C=CCC(CC=C)(CNC(=O)C(=O)Nc1ccc(Br)cc1)c1ccc(OC)c(OC)c1,14,.,.,-2%,.,-3%
CC[C@@H](NS(=O)(=O)c1ccc(C)cc1)C(=O)Oc1ccc2c3c(c(=O)oc2c1)CCC3,51,-2%,-26%,-7%,-15%,6%
COc1cc(NC(=O)C2CC(=O)NC3=C2C(=O)CCC3)cc(OC)c1 (centres undefined),4,-3%,-13%,-8%,3%,2%
CCn1c(C)c(C)c2cc(C(=O)NCCc3ccc(C)cc3)ccc21,?,.,.,4%,.,5%
CNC(=O)Cn1nc(-c2ccc(C)c(S(=O)(=O)N(C)C)c2)c2ccccc2c1=O,35,5%,20%,2%,1%,5%
CCCOc1ccc(C(=O)C(c2ccccc2)N2CCOCC2)cc1 (centres undefined),-16,-13%,119%[activator],?,-7%,41%[activator]
COc1ccccc1NC(=S)NC(=O)c1ccc(-c2ccc(Cl)cc2)o1,-63*,18%,-28%,?,1%,-22%
CCOC(=O)c1c(C)nsc1NC(=O)c1ccco1,-27,9%,-7%,0%,0%,-21%
Cc1ccc(NC(=O)Cn2nc(C)c3nn(-c4ccc(Cl)cc4)c(C)c3c2=O)cc1F,-12,.,.,-5%,.,9%
O=C(Nc1ccccc1-c1ccccc1)c1ccccc1,-9,-1%,-6%,?,1%,17%
Cc1cc([N+](=O)[O-])nn1CCC(=O)NC1CCCCCC1,11,-4%[11.6 µM],-19%,?,1%,-29%
CCn1cc(/C=C(\NC(=O)c2ccccc2)C(=O)NCCCN2CCOCC2)c2ccccc21,?,-1%,54%,6%,.,14%
CN(C)S(=O)(=O)c1cccc(COC(=O)c2ccc(Cl)cc2O)c1,-20,15%,-2%,0%,1%,-4%
N#C/C(=C\c1c(F)cccc1Cl)S(=O)(=O)c1ccccn1,2,2%,-10%,6%,-4%,5%
O=c1cc(N2CCC3(CC2)OCCO3)[nH]c(=O)n1-c1ccc(Br)cc1,11,-2%,-24%,1%,-1%,-15%
CCOC(=O)C/C(C)=N\Nc1nc(-c2ccccc2)cs1,30,73%[activator],-37%,0%,-4%,3%
C#CCOCCOCCOCCNc1nc(N2CCN(C(=O)C([C@@H](C)CC)n3cc(C(N)CO)nn3)CC2)nc(N2CCN(C(=O)[C@H](CCC(=O)O)n3cc(C(N)CC(C)C)nn3)CC2)n1 (some centres undefined),.,9%,184%[activator],9%,-4%,-16%
O=C(NC1CCCC1)c1cccc(NC(=O)c2ccco2)c1,-107*,21%,-5%,?,-2%,8%
CCOc1ccc2nc(N3CCC(C(=O)NCCCN4CCOCC4)CC3)sc2c1,37,7%,123%[activator],-3%,-3%,-11%
COc1cccc(C(=O)Nc2nnc(S(=O)(=O)N3CCCc4ccccc43)s2)c1,4,.,.,17%,.,7%
C(=N/n1c2ccccc2c2ccccc21)/c1ccco1,43,?,-37%,-1%,-7%,?
COc1ccccc1NC(=O)N1C2CCCC1CC(NC(=O)c1ccccc1)C2 (centres undefined),?,-14%,-10%,2%,4%,1%
COC(=O)C1=NNCC12CC(=O)N(c1ccc(Br)cc1)C2=O (centres undefined),-24,-8%,-12%,0%,3%,5%
Cc1ccc(C(=O)N/N=C\c2ccc(-c3ccc(Cl)c(Cl)c3)o2)cn1,?,2%,-1%,-1%,0%,34%
CC(C)Cc1nc2ccccc2n1CCc1ccccc1,?,3%,0%,-17%,1%,8%
Cc1nnc(NC(=O)C2(c3ccccc3)CCOCC2)s1,43,8%,-3%,?,2%,1%
CC(CCCC(C)(C)O)NC(=O)c1cc(COc2ccc3ncccc3c2)on1 (centres undefined),-88*,-9%,48%,-10%,2%,.
C[C@H](NC(=O)OCc1ccccc1)C(=O)NNC(=O)[C@H](Cc1ccccc1)NC(=O)OC(C)(C)C,-16,121%[activator],30%,0%,7%,8%
